Screens from PubChem BioAssay.
WT yeast gro inh – growth inhibition of WT yeast, mitochondrial fusion screen | 190,000 compounds, 2.1% hits | inhibition, % at 10 µM | mitochondrial fusion phenotypic screen, WT strain | AID 1362; in the data active = inhibition above about 58%; tested in S. cerevisiae
PhoP inhibition – inhibitors of PhoP regulon expression, primary screen, Salmonella Typhimurium, GFP reporter (AID 1863). S. Typhimurium PhoP-regulated promoter GFP reporter, 4 h; higher % means a stronger effect. one-dose inhibition, % at 50 µM; IC50 in µM for titrated hits. 300,000 compounds, 0.16% hits;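 active = inhibition over 29.93%, a cutoff 3 SD above the screen mean, later confirmed by dose response; inconclusive = inhibition over 29.93% but no dose response follow-up; inactive = inhibition at most 29.93% or unconfirmed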;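 note: 0% = low Mg2+ inducing control and 100% = high Mg2+ repressing control; strong numbers were not always called active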
human PMI inhibition – MPI enzyme activity inhibition – biochemical, fluorescence intensity, coupled assay, primary screen (AID 1209); purified PMI enzyme, coupled fluorescence intensity; higher % means a stronger effect; one-dose inhibition, % at 20 µM; IC50 in µM for titrated hits; 190,000 compounds, 0.42% hits;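 note: plate controls were DMSO vehicle for no effect and wells lacking substrate for full effect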
TNAP activation fold – human TNAP enzyme activators, primary screen, biochemical, luminescent, no phosphate acceptor, uHTS (AID 1001); purified TNAP, luminescent activation assay, no phosphate acceptor; higher activation fold means a stronger effect; activation fold at 20 µM, or EC50 in µM where a hit was titrated; 200,000 compounds, 0.03% hits; in the data active = activation fold from about 3, or a potency from the dose series; inactive = the rest, 99 in 100 with activation fold below about 1.6; note: many of its hits are not listed in these tables
XIAP displacement – small molecules displacing peptide from XIAP – biochemical, IAP family, fluorescence polarization (AID 1018); XIAP BIR domain, fluorescence polarization peptide displacement; higher % means a stronger effect; displacement, % at 20 µM; hits with a dose series show IC50 in µM; 200,000 compounds, 0.007% hits; in the data active = displacement above about 50%; note: a part of the inactive calls stands beside numbers as strong as those of hits
RSV antiviral HEp-2 – inhibition of RSV-induced cytopathic effect – HEp-2 cells, primary 10 µM value included (AID 2391). 310,000 compounds, 0.13% hits. CPE inhibition, % at 10 µM; hits with a dose series show IC50 in µM. HEp-2 cells, RSV-induced CPE inhibition; higher % means a stronger effect; in the data active = a potency from the dose series; inconclusive = CPE inhibition mostly from about 23% at the one dose, without a potency; inactive = the rest, 99 in 100 with CPE inhibition below about 21%; note: strong numbers were not always called active
human PMI inhibitors – human PMI inhibitors, high substrate, primary screen, biochemical, fluorescence intensity, high mannose 6-phosphate (AID 1220); recombinant PMI enzyme, coupled fluorescence intensity; higher % means a stronger effect; inhibition, % at 20 µM; hits with a dose series show IC50 in µM; 190,000 compounds, 0.66% hits
SIAH1 antagonists – Siah-1 peptide-binding antagonists, primary screen, biochemical, fluorescence polarization, rhodamine-plectin, uHTS (AID 1817) | 290,000 compounds, 0.02% hits | displacement, % at 20 µM; hits with a dose series show IC50 in µM | Siah-1 / rhodamine-plectin peptide fluorescence polarization; higher % means a stronger effect;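 active = displacement of at least 50% at 20 µM, with a fluorescence ratio check between 0.3 and a set limit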;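 note: plate controls were Siah plus tracer with DMSO for no effect and tracer alone without Siah for full effect; strong numbers were not always called active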
Myeloid diff MLP – promotes myeloid progenitor differentiation; ER-HoxA9 myeloid progenitors, lysozyme-GFP differentiation, flow cytometry; calls only at 10 µM; 360,000 compounds, 1% hits;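 active = normalized GFP-positive differentiation at or above the plate's own cutoff, the solvent-only control mean plus 3 SD; inconclusive = no clear call, values can overlap the other calls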;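 note: cells exposed to compound for four days before flow analysis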
WT yeast gro inh mutant strain – further read-out of WT yeast gro inh, marked with its call; inhibition, %; mitochondrial fusion phenotypic screen, mutant strain inhibition
Myeloid diff MLP GFP+ MAC1+ % – second read-out of Myeloid diff MLP, no call of its own (marks repeat the call); GFP+ MAC1+ double positive, %; measured here: differentiation confirmed by MAC1 staining
* hit, by the source's call; i = inactive; u = inconclusive; x = not tested or not shown; + = active, no number. Cut-off read from the data, not from the text of the source, unless noted: active = inhibition above about 50%; inactive = the rest.

The first two compounds, ahead of the listing:
SMILES	WT yeast gro inh	WT yeast gro inh mutant strain	PhoP inhibition	human PMI inhibition	TNAP activation fold	XIAP displacement	RSV antiviral HEp-2	human PMI inhibitors	SIAH1 antagonists	Myeloid diff MLP	Myeloid diff MLP GFP+ MAC1+ %
CC(C)c1ccc(NC2CCCN(C(=O)c3ccc(Cn4cnnn4)cc3)C2)cc1 (stereo not given)	x	x	2%	x	x	x	13%	x	3%	i	0.6
Cc1ccc(-c2ccc(/C=N/NC(=O)Cc3nnc(N)s3)o2)cc1Cl	x	x	-7%	x	x	x	0.6%	x	-2%	i	0.5

Main list, repeating the preview:
SMILES	WT yeast gro inh	WT yeast gro inh mutant strain	PhoP inhibition	human PMI inhibition	TNAP activation fold	XIAP displacement	RSV antiviral HEp-2	human PMI inhibitors	SIAH1 antagonists	Myeloid diff MLP	Myeloid diff MLP GFP+ MAC1+ %
CC(C)c1ccc(NC2CCCN(C(=O)c3ccc(Cn4cnnn4)cc3)C2)cc1 (stereo not given)	x	x	2%	x	x	x	13%	x	3%	i	0.6
Cc1ccc(-c2ccc(/C=N/NC(=O)Cc3nnc(N)s3)o2)cc1Cl	x	x	-7%	x	x	x	0.6%	x	-2%	i	0.5
CCOC(=O)c1c(NC(C)=O)sc2c(O)cccc12	8	-8	-8%	20%	1.1	0.8%	3.1%	38%	-1%	i	0.7
O=C(N/N=C\c1ccc(O)c([N+](=O)[O-])c1)c1ccccc1-n1cccc1	0	-16	13%	5%	1	-4.6%	1.7%	4%	1%	i	0.5
CN1C(=O)/C(=C2\SC(=S)N(CC3CCCO3)C2=O)c2ccccc21 (stereo not given)	-32	-13	-8%	4%	1	-2.9%	x	2%	5%	x	x
COCCn1c(C)cc(C(=O)CSc2nnc(-c3cccnc3)n2-c2ccccc2F)c1C	14	5	2%	12%	1.2	-9.4%	0.4%	15%	2%	i	1.3
Cc1ccccc1-c1nc(CN2CCC(C(=O)NCCCN3CCCC3)CC2)c(C)o1	4	6	5%	10%	1.1	-8.0%	-2.3%	10%	-5%	i	1.8
CCc1nnc(NC(=O)c2ccc(N3C(=O)CCC3=O)cc2)s1	4	2	5%	13%	1	-6.2%	-0.1%	15%	-2%	i	1.6
O=C1N2CCSC2=NC1(Nc1nccs1)C(F)(F)F (stereo not given)	0	-8	-8%	12%	1	-1.9%	1.1%	16%	-4%	i	1.1
O=C(c1ccccc1Cl)N1CCN(Cc2ccc3c(c2)OCO3)CC1	x	x	2%	x	x	x	18%	x	-2%	i	0.3
COc1ccc(CCNC(=O)CSc2nc3ncccc3[nH]2)c(OC)c1	x	x	-7%	x	x	x	4.2%	x	1%	i	1.0
COc1cccc(C(C(=O)NCc2ccco2)N(C(=O)Cn2nnc3ccccc32)C2CC2)c1OC (stereo not given)	-15	-34	-5%	0%	1.1	-2.0%	1.8%	5%	-2%	i	1.4
Oc1cc2ccccc2cc1-c1nnc2n1-c1ccccc1SC2	-2	6	-3%	14%	1.1	-3.0%	-0.8%	12%	-4%	i	0.7
CCOC(=O)N1CCN(C(=O)CSc2nnc(-c3cccc(OC)c3)o2)CC1	-6	-9	-13%	-15%	1.2	0.1%	1.7%	-2%	1%	i	1.7
CC(C)c1nc2oc3ccccc3c(=O)c2c(=O)n1-c1ccccc1	-4	14	-4%	9%	1.1	-7.7%	x	7%	3%	i	0.5
CN(C)C(=O)c1c(-c2ccccc2)oc2ccc(O)cc12	3	-7	-1%	3%	1	-5.1%	-0.4%	3%	-2%	i	1.7
COc1ccc(C2NCCc3c2[nH]c2ccccc32)cc1COc1ccc(F)cc1 (stereo not given)	87	91	u	-5%	1	-8.8%	-1.7%	-15%	-8%	+	5.9*
CCn1ccc(C(=O)Nc2ccc(N(C)C(C)=O)cc2)n1	1	2	9%	5%	1.1	-1.9%	-0.6%	-2%	-3%	i	0.9
COc1cc(C#N)ccc1OC(=O)Cc1cc(OC)c(OC)c(OC)c1	x	x	3%	x	x	x	0.8%	x	-2%	i	0.2
O=C(CSc1ncnc2scc(-c3ccccc3)c12)Nc1ccc(C(=O)O)cc1	x	x	-8%	x	x	x	4.9%	x	-4%	i	0.4
Cc1ccc(CN2C(=O)CCC2C(=O)N2CCN(c3ccc(F)cc3)CC2)cc1 (stereo not given)	9	-13	12%	4%	1.1	-2.1%	0.5%	16%	0%	i	0.9
C[C@@H](NC(=O)OC(C)(C)C)C(=O)NCC1CCC(C(=O)N[C@@H](Cc2ccccc2)C(=O)O)CC1 (stereo not given in full)	x	x	-3%	x	x	x	-0.8%	x	0%	i	0.9
O=C(Nc1ccc(Cn2ccnc2)cc1)c1cccc(C(F)(F)F)c1	x	x	-1%	x	x	x	0.0%	x	4%	i	0.5
O=C(Nc1ccc(-n2cccn2)cc1)C1CCCCN1Cc1cccc2cccnc12 (stereo not given)	x	x	-6%	x	x	x	1.4%	x	8%	i	1.1
COc1ccccc1N1CC(O)=C(c2nc3ccccc3c(=O)[nH]2)C1=N	-15	-1	7%	19%	1.1	-0.8%	6.2%	12%	0%	i	3.6
CCCCOC(=O)Nc1ccc(S(=O)(=O)Nc2onc(C)c2C)cc1	x	x	1%	x	x	x	1.5%	x	-4%	i	1.0
CCCCCOC(=O)C1=C(C)Nc2ncnn2C1c1cccs1 (stereo not given)	2	3	3%	13%	1	-9.0%	13%	10%	1%	i	0.7
O=C(CN(c1ccc2c(c1)OCCO2)S(=O)(=O)c1ccccc1)NCC1CCCO1 (stereo not given)	6	2	3%	5%	1.1	-6.1%	0.9%	4%	-3%	i	1.4
CNC(=O)N1c2ccccc2C=Cc2ccccc21	x	x	-4%	x	x	x	1.0%	x	9%	i	0.6
COC(=O)C(NC(=O)c1ccccc1)=C(C)C	4	-12	8%	5%	1.1	-4.6%	0.8%	-2%	4%	i	0.7
CC1=CC(=O)N(c2ccn(C)n2)C1=O	x	x	-12%	x	x	x	-0.5%	x	-2%	i	0.9
COc1cccc(NC(=O)Nc2c(C)n(C)n(-c3ccccc3)c2=O)c1	-9	32	-6%	15%	1.1	-14%	8.5%	4%	0%	i	0.6
O=C(CCCOc1ccccc1)NCCc1nc2ccccc2[nH]1	-6	-6	0%	4%	1.1	-2.3%	-3.1%	9%	12%	i	0.5
CCOc1ccc(N(Cc2ccc(OC)c(OC)c2)C(=O)c2ccco2)cc1	30	11	2%	12%	1	-5.8%	-1.6%	12%	3%	i	0.6
CN(CC(=O)NCCc1ccc(S(N)(=O)=O)cc1)S(=O)(=O)c1cccc2nsnc12	x	x	-9%	x	x	x	6.0%	x	-7%	+	1.9*
Cc1c(C(=O)N2CCN(CCc3ccccn3)CC2)oc2ccc(F)cc12	x	x	0%	x	x	x	1.8%	x	6%	i	0.0
CCn1c(SCC(=O)Nc2cc(C)on2)nc2c1c(=O)n(C)c(=O)n2C	-6	0	-9%	-3%	1.1	-3.2%	0.5%	-5%	-3%	i	2.6
CC1CC(=O)N(C)c2cc([N+](=O)[O-])ccc2N1 (stereo not given)	-6	-13	1%	-7%	1.2	-2.1%	0.0%	1%	0%	i	0.3
c1ccc(Nc2nc(CSc3ncn[nH]3)cs2)cc1	-3	21	-7%	23%	1.6	-4.2%	19%	23%	12%	i	0.4
Cc1ccc(/C=C/C(=O)NCc2ccco2)o1	-8	8	-10%	-9%	1	-17%	1.6%	3%	7%	x	x
CC(NC(=O)C(NC(=O)C(Cc1c[nH]c2ccccc12)NC(=O)OC(C)(C)C)C(C)C)C(N)=O (stereo not given)	8	9	-4%	-5%	0.9	-1.9%	-0.7%	2%	2%	i	0.3
O=C(CCC1CCCN(C(=O)c2ccco2)C1)NCc1ccccc1F (stereo not given)	-6	12	-12%	3%	1.1	-1.2%	-0.3%	-6%	7%	i	0.8
Nc1ccc(CC2SC(=O)NC2=O)cc1 (stereo not given)	-2	-7	-16%	12%	1.1	-11%	1.6%	12%	-1%	i	0.7
O=C(O)c1cc(NC(=O)c2ccccc2[N+](=O)[O-])ccc1O	-4	2	-7%	-3%	1	-7.3%	1.9%	4%	-2%	i	0.4
CCN(CC)c1ccc(NC(=O)CN2CCN(c3ccc(F)cc3)CC2)cc1	x	x	2%	1%	1	-5.2%	13%	12%	0%	i	1.0
CCOc1ccc(NC(=O)c2cccc(OC(=S)N3CCC(C)CC3)c2)cc1	39	18	6%	16%	1.1	2.0%	18%	10%	7%	i	0.9
CCCCn1c(N)c(N(CCC(C)C)C(=O)C2CC(=O)N(c3ccccc3OCC)C2)c(=O)[nH]c1=O (stereo not given)	x	x	0%	x	x	x	1.4%	x	10%	i	1.8
CN(C)CCCNS(=O)(=O)c1ccc(Cl)s1	6	-1	11%	0%	1.1	-7.3%	0.7%	8%	-5%	i	0.7
O=C(Cc1ccccc1)Nc1ccc(N2CCCC2)cc1	-4	-7	5%	-38%	1.1	1.3%	-0.3%	-64%	4%	i	1.0
CCS(=O)(=O)N1CCN(Cc2ccccc2OC)CC1	-28	3	3%	4%	1.1	-3.3%	-1.7%	-1%	-1%	i	7.7

Remaining list, next part.
SMILES	WT yeast gro inh	WT yeast gro inh mutant strain	PhoP inhibition	human PMI inhibition	TNAP activation fold	XIAP displacement	RSV antiviral HEp-2	human PMI inhibitors	SIAH1 antagonists	Myeloid diff MLP	Myeloid diff MLP GFP+ MAC1+ %
Cc1ccc(-n2nc3c(c2NC(=O)c2cc4ccccc4o2)CS(=O)(=O)C3)cc1	x	x	1%	x	x	x	0.8%	x	-3%	i	0.0
COCCN(C(=O)COC(=O)/C(=C/c1ccccc1)NC(C)=O)c1c(N)n(Cc2ccccc2)c(=O)[nH]c1=O	x	x	-7%	x	x	x	0.4%	x	2%	i	1.1
N#C/C(=C\Nc1ccc2c(c1)OCCO2)c1nc(-c2ccccc2)cs1	8	8	7%	22%	1.1	-2.0%	-0.5%	29%	2%	i	0.6
CCc1ccc(NC(=O)C2CCCN(S(=O)(=O)c3c(C)[nH]c(=O)[nH]c3=O)C2)cc1 (stereo not given)	-7	17	-1%	-11%	1.1	-0.8%	-1.4%	-13%	-2%	i	0.2
CCC(C)NC(=O)c1cc2c(=O)n(CC)c3ccccc3c2s1 (stereo not given)	x	x	-8%	x	x	x	6.1%	x	1%	i	0.5
CC(C)(C)c1ccc(/C=C/C(=O)c2ccc(NC3=NCCCS3)cc2)cc1	79	83	-6%	24%	1.1	0.8%	-2.2%	20%	-9%	i	0.1
COc1cccc(C(=O)NCCC2=CCCCC2)c1OC	-23	-7	-10%	4%	1.1	-4.8%	6.3%	0%	-1%	i	0.1
CCSc1nnc(N2C(=O)C(O)=C(C(=O)c3ccco3)C2c2cccc(OC)c2)s1 (stereo not given)	x	x	-14%	x	x	x	-1.7%	x	-2%	i	1.1
Cc1ccccc1COc1cccc(/C=N/NC(=O)c2nnn(-c3nonc3N)c2C)c1	x	x	2%	x	x	x	1.7%	x	4%	i	0.6
